TDP1 cell noCPT = qHTS for Inhibitors of human tyrosyl-DNA phosphodiesterase 1 (TDP1): qHTS in cells in absence of CPT; Potency, µM (series often up to 46.2 µM), for the others: at the highest dose activity change, negative = growth inhibition, actives largely listed as inhibitors; 420,000 tested, 15% active; DT40 Tdp1-/- hTDP1 cells, no CPT, ATP luminescence, 48 h; note: nearly all actives have a fitted effect of over 55% in size
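Stably hTDP1-transfected Tdp1-null chicken DT40 cells were treated with library compounds minus camptothecin and grown for at least 48 hr at 37 °C, after which cellular ATP was quantified by luminescence.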
GCN5L2 inh = blocks human GCN5L2 histone acetyltransferase; Q92830; GCN5L2 HAT assay, ThioGlo1 CoA-SH fluorescence; Potency, µM (series often up to 58.9 µM), inactives show top-dose activity change, negative = inhibition, actives largely listed as inhibitors; 390,000 tested, 0.21% active
Target sequence (Q92830 whole entry, looked up): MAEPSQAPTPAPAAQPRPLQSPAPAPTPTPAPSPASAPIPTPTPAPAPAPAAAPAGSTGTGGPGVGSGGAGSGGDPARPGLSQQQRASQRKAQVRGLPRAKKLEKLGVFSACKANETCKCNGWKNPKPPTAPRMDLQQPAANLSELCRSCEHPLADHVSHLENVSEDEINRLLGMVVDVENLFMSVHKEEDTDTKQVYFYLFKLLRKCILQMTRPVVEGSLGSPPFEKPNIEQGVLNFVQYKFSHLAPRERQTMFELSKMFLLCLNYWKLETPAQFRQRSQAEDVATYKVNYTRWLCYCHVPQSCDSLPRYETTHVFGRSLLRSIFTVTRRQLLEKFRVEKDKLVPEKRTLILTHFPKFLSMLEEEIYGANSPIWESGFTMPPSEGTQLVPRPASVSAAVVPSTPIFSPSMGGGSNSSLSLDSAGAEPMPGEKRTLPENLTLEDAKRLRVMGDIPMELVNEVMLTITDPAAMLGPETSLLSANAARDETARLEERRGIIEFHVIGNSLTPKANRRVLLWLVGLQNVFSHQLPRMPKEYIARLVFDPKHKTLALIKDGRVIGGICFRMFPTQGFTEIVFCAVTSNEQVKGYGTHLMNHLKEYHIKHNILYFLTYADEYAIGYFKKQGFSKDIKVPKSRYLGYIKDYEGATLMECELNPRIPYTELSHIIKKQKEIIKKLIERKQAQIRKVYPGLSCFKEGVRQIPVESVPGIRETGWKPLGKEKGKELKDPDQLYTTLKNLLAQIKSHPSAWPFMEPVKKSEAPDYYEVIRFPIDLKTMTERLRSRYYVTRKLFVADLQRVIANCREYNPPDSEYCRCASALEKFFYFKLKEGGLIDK
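Compounds, pin-transferred from DMSO stocks, meet 20nM GCN5L2 for 15 min before the reaction begins with H3(1-25) peptide (75uM) and acetyl-CoA (70uM). Thiol-reactive ThioGlo1 reports CoA release over 20 min at room temperature.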
DT40 TDP1 CPT = DT40-hTDP1 cell growth loss with CPT | chicken DT40 Tdp1-/-;hTDP1 cells + 20 nM CPT, ATP luminescence, 48 h | Potency, µM (highest dose often 46.2 µM), for the others: top-dose activity change, negative = growth inhibition, usual class: inhibitors | 420,000 tested, 12% active; note: nearly all actives have a fitted effect of over 55% in size
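Cell growth measured by CellTiter-Glo luminescence after a minimum 48 h, 37 C compound exposure with 20 nM CPT in Tdp1-knockout DT40 cells stably expressing hTDP1, seeded 400/well; qHTS titration format.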
An asterisk follows results filed as active; ? = inconclusive; / = no result given; & = joins results of further samples; [ ] = another dose, or the depositor's remark. Calls come from the whole dose curve; as a rule, active = well fitted curve in the direction sought with a large enough effect; inconclusive = small, poorly fitted or top-dose-only effect, or another doubt; inactive = no such curve, though single readings can be large; an effect the other way counts as inactive or inconclusive. % is set by controls: 0 for no effect and ±100 for the full control effect; potency is the fitted concentration of half-maximal effect.

SMILES	TDP1 cell noCPT	GCN5L2 inh	DT40 TDP1 CPT
CC(=O)Nc1c(Cl)cc2c(c1Cl)Cc1cc(N)ccc1-2	?	/	-7%
O=C(NCC(c1ccco1)N1CCc2ccccc21)c1ccccc1Cl (stereo unspecified)	?	-2%	?
O=C(O)c1cccc(S(=O)(=O)Nc2ccccc2Cl)c1	-7%	?	-6%
Cc1ccc(CNC(=O)Cn2c(=O)n(Cc3ccc(F)cc3)c(=O)c3sc4ccccc4c32)cc1	?	-9%	?
O=C(COc1ccc(S(=O)(=O)N2CCCC2)cc1Cl)NCc1ccc2c(c1)OCO2	4%	-3%	-6%
O=C(N/N=C/c1c[nH]c2ccccc12)c1cccc([N+](=O)[O-])c1	-29%	-3%	4%
CCC1(c2ccccc2)NC(=O)N(CC(=O)NCc2ccc(F)cc2)C1=O (stereo unspecified)	-13%	-2%	-28%
O=C(NNS(=O)(=O)c1ccc(Cl)cc1)c1cccc(S(=O)(=O)N2CCOCC2)c1	-19%	0%	-5%
Cc1ccc(OC(C)C(=O)N/N=C/c2ccccn2)cc1 (stereo unspecified)	?	0%	?
COc1ccccc1C(=O)N1CCN(Cc2ccc3c(c2)OCO3)CC1	-14%	-9%	-7%
Cc1c(C(=O)NCc2ccoc2)oc2ccc3c(c12)C(=O)CC(C)(C)O3	?	-12%	15µM*
Cc1cccc(OCc2nnc(SCCC(=O)O)n2-c2ccccc2)c1	11%	?	-13%
CCOC(=O)Cn1nc(C)c(NC(=O)COc2ccc(OC)cc2)c1C	-11%&-13%	14%&-8%	-1%&-9%
O=C(NNC(=S)Nc1ccc(F)cc1)c1ccccc1OC(F)F	?	-9%	?
CC(=O)Nc1ccc(S(=O)(=O)NCC(=O)OCC(=O)N2CCc3ccccc32)cc1	-8%	3%	-12%
CCc1ccc(C2=NN(CCC(=O)NCCc3ccc(Cl)cc3)C(=O)CC2)cc1	?	1%	?
COCCN1CCN(C(=O)c2cc(COc3ccc(F)cc3F)on2)CC1	-27%	?	-3%
CCCN(CCC)C(=O)CCSCCC(=O)N(CCC)CCC	?	-1%	-24%
O=S(=O)(c1ccc(Cl)cc1)N1CCCC1c1nc(-c2cccc(Cl)c2)no1 (stereo unspecified)	?	-20%	23µM*
Oc1ccc[n+](/C=C\c2ccccc2)c1	?	-20%	?

An excerpt from above, reduced to GCN5L2 inh:
| Structure | GCN5L2 inh |
| --- | --- |
| O=C(NNS(=O)(=O)c1ccc(Cl)cc1)c1cccc(S(=O)(=O)N2CCOCC2)c1 | 0% |
| Cc1ccc(OC(C)C(=O)N/N=C/c2ccccn2)cc1 (stereo unspecified) | 0% |
| COc1ccccc1C(=O)N1CCN(Cc2ccc3c(c2)OCO3)CC1 | -9% |
| Cc1c(C(=O)NCc2ccoc2)oc2ccc3c(c12)C(=O)CC(C)(C)O3 | -12% |
| Cc1cccc(OCc2nnc(SCCC(=O)O)n2-c2ccccc2)c1 | ? |

(more compounds)
SMILES	TDP1 cell noCPT	GCN5L2 inh	DT40 TDP1 CPT
O=C1CNC(=S)N1CCc1ccc(Cl)cc1	16µM*	-2%	26%
Cc1oc(-c2ccccc2NC(=O)C2CCC2)nc1CNC(=O)c1c(F)ccc(F)c1F	-14%	/	3%[9.04 µM]
COc1ccccc1NS(=O)(=O)c1cc(NC(=O)COc2ccccc2)ccc1N1CCOCC1	?	0%	?
COc1ccc(-c2nc(S(=O)(=O)c3ccccc3)c(N3CCC(C)CC3)o2)cc1	12µM*	2%	21µM*
COC(=O)c1cc(C(=O)OCC(=O)NNC(=O)c2cccs2)cc([N+](=O)[O-])c1	-11%	-4%	-3%
COc1ccc(NC(=O)C(c2ccccc2)n2c(=O)c(-c3ccco3)nc3ccccc32)cc1 (stereo unspecified)	9.2µM*	/	10µM*
CCC(c1nnnn1-c1ccc2c(c1)OCCO2)N1CCN(c2ccccc2)CC1 (stereo unspecified)	?	/	?
Clc1ccccc1CNc1nc2ccccc2c2nc(-c3ccccc3)nn12	-8%	-2%	-10%
CC(=O)c1cccc(NC(=O)COC(=O)c2ccccn2)c1	-2%	-7%	-11%
COc1ccc(Cn2c(=O)n(Cc3ccco3)c(=N)c3c4c(sc32)COC(C)(C)C4)cc1	?	-7%	?
COc1ccc(OC)c(C(=O)/C=C/c2ccccc2C(F)(F)F)c1	21µM*	-15%	26µM*
COc1ccc(CNCCCn2cnc3c(SC)ncnc32)cc1	4%	/	7%
O=C(CCCN1C(=O)/C(=C/c2ccccc2)SC1=S)Nc1ccc(C(=O)O)c(O)c1	-17%	-29%	6%
Cc1cccc(C)c1NC(=O)C1(C)CN(S(C)(=O)=O)CC(=O)N1C1CC1 (stereo unspecified)	3%	/	16%
COc1ccc(Nc2nnc(SCC3CCCO3)s2)cc1 (stereo unspecified)	-10%	-4%	-1%
COc1ccc(C2=NN(C(=O)CSc3nnc(-c4ccccc4F)o3)C(c3ccco3)C2)cc1 (stereo unspecified)	21µM*	0%	?
CCOc1ccc2nc(N3C(=O)CNC3=S)sc2c1	6.5µM*	-23%	16µM*
CN(C)CCNc1ncnc2c1sc1nc(-c3ccccc3)c3c(c12)CCCC3	23µM*	-7%	?
Cc1ccc(C(c2sc3nc(-c4ccco4)nn3c2O)N2CCC3(CC2)OCCO3)cc1 (stereo unspecified)	7%	1%	-1%
COc1cccc(CN2CC(C(=O)N(C)CCc3ccccc3)CCC2=O)c1 (stereo unspecified)	0%	1%	-7%
Cc1ccc(OCc2nc3ccccc3n2C(C(=O)NC(C)(C)C)c2ccccc2)cc1 (stereo unspecified)	?	/	?
COc1ccccc1C(=O)NNC(=O)CN(C)S(=O)(=O)c1ccc(Cl)cc1	-18%	/	-28%
O=S(=O)(CC(O)CS(=O)(=O)c1ccc(Cl)cc1)c1ccccc1 (stereo unspecified)	-4%	0%	2%
Cc1ccc(NC(=O)CSc2nc(-c3ccco3)nc3cc(=O)[nH]n23)cc1	-5%	14%	9%
Cc1c(Cl)cccc1NC(=O)c1nc(C)n(-c2cc(OC(C)C)c(Cl)cc2Cl)n1	?	-17%	?
CCN(CC)CCNC(=O)c1sc2ncn(CC(=O)Nc3ccc(C)c(Cl)c3)c(=O)c2c1C	?	-4%	?
CC[N+]1(CC)CC2=Cc3ccccc3CC2C1 (stereo unspecified)	-20%	-1%	-20%
CC(C)(C)CC(=O)Nc1nn[nH]n1	-13%	0%	3%
COC(CNC(=O)c1ccc2c3c(onc13)-c1ccccc1C2=O)OC	3.3µM*	-11%	2.9µM*
COc1cc(/C=N/NC(=O)c2cccc([N+](=O)[O-])c2)ccc1OCc1ccc(C)cc1	-13%	-1%	-3%
O=C(CN1CCNCC1)N1CCOCC1	-2%	/	12%
O=C(OCc1nnc(-c2ccccc2)o1)c1cccc(S(=O)(=O)N2CCOCC2)c1	-14%	2%	0%
COc1ccccc1C(=O)NC(=O)OCCn1c(C)cnc1[N+](=O)[O-]	0%	-4%	-2%
CCN(CC)S(=O)(=O)c1cccc(-c2nn(-c3ccccc3)cc2/C=C(\C#N)C(=O)NCc2ccco2)c1	?	1%	?
CC(C(=O)Nc1ccccc1-c1ccccc1)N1CCN(Cc2ccccc2)CC1 (stereo unspecified)	?	-19%	?
COc1ccccc1NC(=O)C1CCN(C(=O)NCc2ccccc2)CC1	?	-1%	-10%
Cc1ccc(NC2=C(Cl)C(=O)OC2OC(C)C)cc1 (stereo unspecified)	-28%	3%	-17%
Cc1ccccc1Cn1c(=O)n(CCCCC(=O)NCCc2ccccc2)c(=O)c2ccccc21	?	-9%	-21%
CC1CN(C(=O)CSc2nnc(-c3ccccc3)o2)CC(C)O1 (stereo unspecified)	23%	-16%	1%
O=C(NC1CCCCCC1)C1c2ccccc2C(=O)N1Cc1cccs1 (stereo unspecified)	?	1%	-25%

Individual results from the entries so far:
COc1ccccc1NC(=O)C1CCN(C(=O)NCc2ccccc2)CC1 | GCN5L2 inh: -1%
O=C(CN1CCNCC1)N1CCOCC1 | DT40 TDP1 CPT: 12%
Cc1ccc(NC2=C(Cl)C(=O)OC2OC(C)C)cc1 (stereo unspecified) | GCN5L2 inh: 3%
CCN(CC)CCNC(=O)c1sc2ncn(CC(=O)Nc3ccc(C)c(Cl)c3)c(=O)c2c1C | GCN5L2 inh: -4%
CC[N+]1(CC)CC2=Cc3ccccc3CC2C1 (stereo unspecified) | GCN5L2 inh: -1%

(further entries)
SMILES	TDP1 cell noCPT	GCN5L2 inh	DT40 TDP1 CPT
O=[N+]([O-])c1ccc(-c2nc(C(Cl)Cl)c3ccccc3n2)cc1	0.16µM*	-1%	0.15µM*
CC(=O)c1cccc(NC(=O)/C(=C/c2ccco2)NC(=O)c2ccco2)c1	12%	-12%	5%
CCOC(=O)CSc1nc(C)c2ccc(C)cc2n1	?	0%	-7%
COc1ccc(NC(=O)Nc2ccc(Br)cn2)cc1OC	-26%	-5%[0.501 µM]	-2%
CCn1cc(C(=O)N[C@H](C(=O)NCCO)C(C)C)c(=O)c2cc3c(cc21)OCO3	0%	?	2%
COc1ccc(C2C(C(=O)c3ccc(C)o3)=C(O)C(=O)N2Cc2ccco2)cc1OC (stereo unspecified)	6%	-3%	8%
c1ccc(Oc2nc3ccccc3n3cccc23)cc1	-8%	-4%	-9%
O=C(/C=C/c1ccc(N2CCOCC2)cc1)c1ccccc1	?	-12%	?
NS(=O)(=O)c1ccc(NC(=O)c2ccc(CNS(=O)(=O)c3cc(C(F)(F)F)ccc3Cl)cc2)cc1	?	-15%	-10%
Cc1ccc(-n2c(=O)cc(N3CCC(C)CC3)[nH]c2=O)cc1	0%	-13%	2%
O=C(Nc1cccc(F)c1)N1CCCC(CNS(=O)(=O)Cc2ccccc2)C1 (stereo unspecified)	-10%	1%	3%
CCOc1ccc(NC(=O)/C=C/c2ccccc2)c([N+](=O)[O-])c1	?	3%	?
COc1ccc(NC(=O)CN2C(=O)CSc3ncccc32)cc1	12%	?	-15%
O=C(O)C1CCCN1C(=O)C12CC3CC(CC(C3)C1)C2 (stereo unspecified)	21%	-2%	39%[activator]
Nc1ncnc2c1ncn2[C@@H]1O[C@H](CNC(=O)[C@@H](N)CO)[C@@H](O)[C@H]1O	-14%	4%	-14%
COc1cccc(CSc2nc3n(n2)C(c2cccs2)C(C(=O)Nc2ccccc2C)=C(C)N3)c1 (stereo unspecified)	13µM*	4%	21µM*
COc1cccc(NC(=O)Nc2cccc(C)n2)c1	?	-4%	-19%
CN(C(=O)CSc1nnc(-c2ccc(OC(F)F)cc2)n1N)C1CCS(=O)(=O)C1 (stereo unspecified)	-3%	0%	7%
COc1ccccc1Nc1nn2c(=O)c3ccc(C(=O)Nc4ccc(F)cc4)cc3nc2s1	5.8µM*	3%	2.6µM*
Cc1ccc(S(=O)(=O)N(C)Cc2ccc(C(=O)NN=C(CC(C)C)CC(C)C)cc2)cc1	23µM*	-7%	?
CN1CCN(CCCN2c3ccccc3Sc3ccccc32)CC1	?	16%	?
C/C(CC(=O)Nc1cc(C)ccn1)=N\NC(=O)C(=O)Nc1cccc(C)c1	-19%	-4%	-8%
O=C(NCc1cccc(C(F)(F)F)c1)C1CC(c2ccccc2F)=NO1 (stereo unspecified)	29µM*	/	?
NS(=O)(=O)c1ccc(CCNC(=O)C(=O)Nc2cc3c4c(c2)CC(=O)N4CCC3)cc1	-9%	-1%	4%
O=C(NC1CCCCC1)C(c1cccs1)N(Cc1cccs1)C(=O)c1cccs1 (stereo unspecified)	16µM*	-5%	18µM*
CCOC(=O)C(CC)n1cnc2c(nnn2-c2ccc(OC)cc2)c1=O (stereo unspecified)	-9%	-12%	5%
COC(=O)c1ccc(NC(=O)Cn2c(=O)nc(-c3ccccc3)c3ccccc32)cc1	?	18%	?
Fc1ccc(-c2cc(-c3nc(-c4ccccc4)no3)[nH]n2)cc1	-27%	4%	-16%
COc1cc(Br)c(S(=O)(=O)Nc2c(C)n(C)n(-c3ccccc3)c2=O)cc1OC	-5%	1%	-13%
CC(C(=O)N1CCc2ccccc21)N1CCN(c2cccc(C(F)(F)F)c2)CC1 (stereo unspecified)	?	-6%	-13%
O=C(c1ccc2ccccc2c1)N1CCN(c2ccc(O)cc2)CC1	?	-4%	?
O=C1[C@H]2CCC=C[C@H]2[C@H](c2ccccc2Br)N1Cc1ccccc1	?	-2%	?
COc1ccc(Cc2nc3ccc(C(=O)NCc4cc(C)no4)cc3o2)cc1	-30%	-1%	-21%

Exported with values under each structure: entries from further up.
Fields: TDP1 cell noCPT, GCN5L2 inh, DT40 TDP1 CPT
COc1cc(Br)c(S(=O)(=O)Nc2c(C)n(C)n(-c3ccccc3)c2=O)cc1OC
  -5%, 1%, -13%
O=C1[C@H]2CCC=C[C@H]2[C@H](c2ccccc2Br)N1Cc1ccccc1
  ?, -2%, ?
O=C(NCc1cccc(C(F)(F)F)c1)C1CC(c2ccccc2F)=NO1 (stereo unspecified)
  29µM*, /, ?
COc1ccc(Cc2nc3ccc(C(=O)NCc4cc(C)no4)cc3o2)cc1
  -30%, -1%, -21%
CC(C(=O)N1CCc2ccccc21)N1CCN(c2cccc(C(F)(F)F)c2)CC1 (stereo unspecified)
  ?, -6%, -13%
Fc1ccc(-c2cc(-c3nc(-c4ccccc4)no3)[nH]n2)cc1
  -27%, 4%, -16%

High-throughput results (PubChem)
